# Source: PubChem BioAssay (National Center for Advancing Translational Sciences (NCATS))
# USP1-UAF1 inh – USP1/UAF1 (human) deubiquitinase inhibition. O94782. recombinant USP1/UAF1, Ub-Rhodamine cleavage fluorescence. Potency, µM (doses to about 57.1 µM), inactives show at the highest dose activity change, negative = inhibition, most hits filed as inhibitors. hit rate 0.23% among 390,000; note: % is set by controls: 0 for no effect and ±100 for the full control effect; nearly all actives have a fitted effect of over 60% in size; inactives centre near -12
#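 USP1/UAF1 complex at 1 nM was preincubated with compound for 15 min at room temperature, then Ub-Rho substrate (150nM final) was added. Fluorescence (480/540 nm) was read kinetically, 6 reads every 60 seconds.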
# ALOX12 inh – blocks human arachidonate 12S-lipoxygenase. P18054. purified 12hLO, xylenol orange hydroperoxide absorbance. Potency, µM (top dose mostly 108 µM), without a hit: top-dose activity change, negative = inhibition, usual class: inhibitors. hit rate 1.1% among 580,000. AID 1671190; note: % is set by controls: 0 for no effect and ±100 for the full control effect
#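 Purified human 12hLO (150 nM final) in 25 mM Hepes, 0.01% Triton X-100, pH 7.0 was preincubated 15 min at room temperature with compound. Then 40 uM arachidonic acid was added, 30 min. Hydroperoxide was read by Fe-XO absorbance ratio 573/405 nm.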
# TrxR1 substrate – rat thioredoxin reductase 1 substrate activity; O89049; purified TrxR1 substrate turnover, NADPH consumption readout; Potency, µM (top dose mostly 114 µM), for inactives: at the top dose activity change, negative = substrate turnover; hit rate 0.01% among 390,000; AID 588456; note: % is set by controls: 0 for no effect and ±100 for the full control effect; nearly all actives have a fitted effect of over 50% in size
#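 Rat TrxR1, dispensed at 90 nM, was prereduced with 400 uM NADPH (final) for 5 min at ~22 deg C, then incubated with compound 15 min before 400 uM selenite. A first-read NADPH fluorescence drop versus no-compound background flagged substrates.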
# IDH1 R132H inh – blocks human mutant IDH1 R132H enzyme | O75874 | IDH1-R132H enzyme, NADPH consumption, diaphorase/resazurin fluorescence | Potency, µM (highest dose often 76.6 µM), for the others: at the top dose activity change, negative = inhibition, hits mostly inhibitors | hit rate 0.093% among 390,000; note: % is set by controls: 0 for no effect and ±100 for the full control effect; nearly all actives have a fitted effect of over 65% in size
# Target sequence (O75874 whole entry R132H, stated change not applied): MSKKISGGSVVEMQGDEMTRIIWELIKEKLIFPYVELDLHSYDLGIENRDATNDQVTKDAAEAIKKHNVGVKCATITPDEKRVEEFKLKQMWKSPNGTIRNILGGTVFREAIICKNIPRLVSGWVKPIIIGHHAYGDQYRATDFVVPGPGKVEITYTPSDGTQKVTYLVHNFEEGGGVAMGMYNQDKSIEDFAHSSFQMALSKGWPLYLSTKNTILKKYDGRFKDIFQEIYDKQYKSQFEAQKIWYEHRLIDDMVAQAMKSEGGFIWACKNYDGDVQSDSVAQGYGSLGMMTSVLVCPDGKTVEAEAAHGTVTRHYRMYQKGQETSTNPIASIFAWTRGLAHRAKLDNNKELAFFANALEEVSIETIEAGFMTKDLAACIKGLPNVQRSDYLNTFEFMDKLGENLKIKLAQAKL
#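 IDH1-R132H (0.5 ug/mL dispensed) in pH 7.5 Tris buffer was preincubated 30 min with compound, then given a substrate mix of 0.016 mM NADPH and 2 mM alpha-KG for 80 min at room temperature; remaining NADPH was read by diaphorase/resazurin fluorescence.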
# RGS4 inh – blocks human RGS4-accelerated GTP hydrolysis | Potency, µM (doses to about 114 µM), inactives show at the highest dose activity change, negative = inhibition, hits mostly inhibitors | Transcreener GDP fluorescence polarization, RGS4-accelerated GTP hydrolysis | P49798 | hit rate 0.039% among 390,000; note: % is set by controls: 0 for no effect and ±100 for the full control effect; nearly all actives have a fitted effect of over 75% in size; some results filed as inactive show a strong effect at the top dose
# Target sequence (P49798 whole entry, looked up): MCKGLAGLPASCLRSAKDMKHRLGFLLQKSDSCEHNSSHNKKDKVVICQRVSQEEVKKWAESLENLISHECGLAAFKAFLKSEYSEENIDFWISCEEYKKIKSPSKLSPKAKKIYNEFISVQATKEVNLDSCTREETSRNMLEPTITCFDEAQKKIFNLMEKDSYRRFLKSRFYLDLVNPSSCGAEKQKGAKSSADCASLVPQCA
#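 MLSMR compounds (23 nl, pin-transferred) preincubated 10 min at room temperature with a 500nM (2x) first reagent, then RGS4 at 900nM (2x) plus Transcreener GDP mix added; fluorescence polarization (620/688 nm) read before and after 90 min at 30 °C.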
# Vif-APOBEC3G blk – Vif-A3G binding inhibition; Q9HC16; HeLa A3G-eYFP + Vif (tagged APOBEC3G with the HIV-1 protein that degrades it), YFP fluorescence, overnight; Potency, µM (highest dose often 46.1 µM), without a hit: at the highest dose activity, negative = active, usual class: inhibitors; hit rate 0.076% among 410,000;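 note: % is set by controls: 0 for no effect and ±100 for the full control effect; nearly all actives have a fitted effect of over 60% in size; hits raise eYFP signal because A3G escapes Vif-driven loss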
# Target sequence (Q9HC16 whole entry, looked up): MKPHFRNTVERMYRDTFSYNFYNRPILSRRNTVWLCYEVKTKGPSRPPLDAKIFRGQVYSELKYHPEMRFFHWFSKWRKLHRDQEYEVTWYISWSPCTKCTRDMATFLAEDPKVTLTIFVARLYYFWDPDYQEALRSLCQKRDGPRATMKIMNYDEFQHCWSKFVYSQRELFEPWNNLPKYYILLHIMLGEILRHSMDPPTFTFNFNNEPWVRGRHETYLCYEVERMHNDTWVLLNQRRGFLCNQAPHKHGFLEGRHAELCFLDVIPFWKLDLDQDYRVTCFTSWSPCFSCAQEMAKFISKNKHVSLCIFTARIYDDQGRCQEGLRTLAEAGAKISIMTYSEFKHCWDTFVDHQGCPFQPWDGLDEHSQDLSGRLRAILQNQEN
#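 HeLa cells stably expressing Vif and C-terminally eYFP-tagged A3G, seeded overnight at 37 deg C, then exposed to compound by pintool overnight at 37 deg C. Rise in yellow fluorescence (Ex 488/Em 500-530, Acumen) marks blocked Vif-driven A3G degradation.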
# rTrxR1 inhibitor – inhibitors of rat thioredoxin reductase 1 | hit rate 1% among 390,000 | Potency, µM (doses to about 114 µM), without a hit: top-dose activity change, negative = inhibition, most hits filed as inhibitors | AID 588453 | recombinant rTrxR1, NADPH fluorescence consumption, selenite substrate; note: % is set by controls: 0 for no effect and ±100 for the full control effect; nearly all actives have a fitted effect of over 65% in size
#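 Rat TrxR1 (90 nM in the dispensed reagent) was pre-reduced with 400 uM NADPH for 5 min at room temperature, then incubated with compound for 15 min. After 400 uM selenite was added, NADPH fluorescence (Ex 340/Em 450 nm) was followed for 8 min.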
# RXFP1 agonist – RXFP1 (human) receptor agonism; Q9HBX9; HEK293T-RXFP1 cAMP TR-FRET, 30 min; response scale: percent of porcine relaxin response, buffer zero; Potency, µM (titrated, usually from 57.5 µM), inactives show top-dose activation, most hits filed as activators; hit rate 0.3% among 370,000; note: % is set by controls: 0 for no effect and ±100 for the full control effect; nearly all actives have a fitted effect of over 60% in size; many of its hits are not listed in these tables
#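 HEK293 cells stably expressing RXFP1, treated 30 min at 37C with compounds plus PDE4 inhibitor Ro 20174; cAMP measured by HTRF TR-FRET. Normalized to buffer and 29 nM porcine relaxin; EC50 by Hill fit.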
# Vif-APOBEC3F blk – blocks the Vif interaction with APOBEC3F; HeLa A3F-eYFP + Vif (tagged APOBEC3F with the HIV-1 protein that degrades it), YFP fluorescence increase; Potency, µM (titrated, usually from 46.1 µM), inactives show at the top dose activity, negative = active; hit rate 0.2% among 390,000; AID 602313; note: % of control where 0% means no effect; nearly all actives have a fitted effect of over 65% in size
#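 HeLa cells stably expressing A3F-eYFP plus Vif, plated and incubated overnight at 37 deg C, then exposed to compounds overnight at 37 deg C. Blocked degradation read as raised yellow fluorescence (Ex 488/Em 500-530).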
# * = called active by the depositor; ? = inconclusive; . = no result given; & = joins results of further samples; [ ] = remark or other dose. Calls come from the whole dose curve; as a rule, active = well fitted curve in the direction sought with a large enough effect; inconclusive = small, poorly fitted or top-dose-only effect, or another doubt; inactive = no such curve, though single readings can be large; an effect the other way counts as inactive or inconclusive. Potency is the fitted concentration of half-maximal effect. Only part of the results is shown, so the mix of outcomes need not match the whole.
Compound,USP1-UAF1 inh,ALOX12 inh,TrxR1 substrate,IDH1 R132H inh,RGS4 inh,Vif-APOBEC3G blk,rTrxR1 inhibitor,RXFP1 agonist,Vif-APOBEC3F blk
O=c1c2ccccc2nc2n1CCN2,-7%,19%,63%[activator],16%,0%,2%,11%,-0.1%,-3%
CCCOc1cc(C)c(S(=O)(=O)N2CCN(C)CC2)cc1C,-17%,0%,8%[57.1 µM],6%,-1%,0%,-45%,-0.7%,-7%
COc1ccc(S(=O)(=O)NCCNC(=O)N2CCOCC2)cc1,-6%,1%,-1%,-10%,16%,0%,19%,1.0%,2%
CCCCCCC1CC(C)(C(=O)CNc2nncs2)OC1=O (stereo not drawn),-10%,-25%,9%[57.1 µM],-3%,-29%,-3%,14%[57.1 µM],-2.2%,-2%
O=C(CN(CC1CCCO1)C(=O)CNS(=O)(=O)c1ccccc1)NCCc1ccccc1 (stereo not drawn),-8%,-6%,9%[57.1 µM],-12%,10%,3%,16%[57.1 µM],-0.9%,-4%
O=[N+]([O-])c1ccc2nc(-c3ccccc3)n(OCc3ccc(Cl)cc3)c2c1,-18%,-18%,-9%,1%,13%,2%,-24%,-1.0%,-1%
COc1ccc2[nH]c(C)c(CCN(Cc3cccs3)C(=S)Nc3ccccc3OC)c2c1,?,?,5%,17%,-35%,-6%,-13%,1.8%,-3%
CCOC(=O)C1=C(CSc2nc(CC)c(C)cc2C#N)OC(N)=C(C#N)C1c1ccccc1 (stereo not drawn),-10%,?,-8%,4%,16%,1%,-3%[57.1 µM],1.1%,3%
CCN(CC)c1ccc(NC(=O)C2CCCC2)cc1,-7%,-8%,4%,1%,1%,-1%,5%,-3.1%,-8%
COc1ccc(CN2CCC(=O)N([C@H](CO)CC(C)C)CC2)cc1OC,-24%,1%,4%&-8%,15%,-3%,3%&1%,9%&15%,0.5%,-2%
CN1CCN(CCCNC(=O)C2CCN(c3nnc(-n4cccc4)s3)CC2)CC1,-21%,-4%,-10%,2%,-4%,-2%,-7%,2.5%,-5%
COc1ccc(CCNC(=O)Cn2cnc3c(nnn3Cc3ccc(C)cc3)c2=O)cc1OC,?,-32%,5%,7%,13%,1%,17%,0.1%,0%
COc1ccc(C2=CSC3=NCCN23)cc1[N+](=O)[O-],-6%,9%,7%[57.1 µM],1%,-31%,2%,19%,0.0%,11%
CC(=O)Nn1c(COc2ccccc2C)nc2ccccc2c1=O,-6%,0%,9%[57.1 µM],12%,-21%,-3%,13%[57.1 µM],2.2%,-6%
O=C(NNC(=O)c1nn(-c2ccc(F)cc2)ccc1=O)Nc1cccc(Cl)c1,-21%,0%,10%,10%,-30%,2%,43%[activator],2.8%,6%

# One compound at a time, from the list above. Order of values: USP1-UAF1 inh	ALOX12 inh	TrxR1 substrate	IDH1 R132H inh	RGS4 inh	Vif-APOBEC3G blk	rTrxR1 inhibitor	RXFP1 agonist	Vif-APOBEC3F blk
# Listed for `CCN(CC)c1ccc(NC(=O)C2CCCC2)cc1` → -7%	-8%	4%	1%	1%	-1%	5%	-3.1%	-8%
# Listed for `COc1ccc2[nH]c(C)c(CCN(Cc3cccs3)C(=S)Nc3ccccc3OC)c2c1` → ?	?	5%	17%	-35%	-6%	-13%	1.8%	-3%

# (cont.)
Compound,USP1-UAF1 inh,ALOX12 inh,TrxR1 substrate,IDH1 R132H inh,RGS4 inh,Vif-APOBEC3G blk,rTrxR1 inhibitor,RXFP1 agonist,Vif-APOBEC3F blk
Clc1ccc(-n2nnnc2CN2CCCCC2)cc1Cl,-8%,5%,5%,2%,-11%,-1%,17%,0.5%,-7%
C=CCNC(=O)c1cccn1-c1ccsc1C(=O)OC,-16%,0%,-3%,6%,5%,-2%,14%[57.1 µM],-1.7%,-2%
CCN1CCc2c(sc(NC(=O)COc3ccccc3)c2C(=O)OC)C1,-13%,-17%,4%,-8%,6%,6%,21%,-2.5%,-8%
O=C(Cc1ccc(NC(=O)N2CCSc3ncccc32)cc1)NCc1cccc(Cl)c1,-25%,-22%,6%,-20%,11%,1%,42%[activator],2.9%,3%
O=C(CN1C(=O)COc2ccc(S(=O)(=O)N3CCCCCC3)cc21)NCc1ccc(Cl)cc1,-18%,-8%,-9%[57.1 µM],18%,-4%,-5%,-13%[57.1 µM],-0.3%,-5%
CCOc1ccccc1NC(=O)CCS(=O)(=O)c1cccc2nsnc12,?,-21%&-27%,-1%,8%&19%,11%&-15%,-3%&5%,1%&-11%,2.0%&7.2%,-15%&5%
Cc1ccc(C(=O)N(Cc2sccc2C)C2CCS(=O)(=O)C2)cc1 (stereo not drawn),-14%&-25%,11%&0%,0%&-3%,9%,-16%&-2%,-2%,5%&9%,0.6%&-0.4%,-20%
Oc1ccc(/C=N/Nc2ccc3ccccc3c2)c(O)c1,-1%,-24%,6%[57.1 µM],10%,-30%,-24%,11%[57.1 µM],1.2%,-3%
COC(=O)[C@H](CCSC)NC(=O)c1cccnc1SC,-23%,0%,1%,0%,-6%,1%,19%,-1.7%,-2%
CCOc1c(Cl)cc(/C=N/O)cc1OC,-22%,0%,-10%[57.1 µM],6%,1%,-1%,5%[57.1 µM],-1.0%,3%
COCc1cc(CN2CCN(C)CC2)c(O)c2ncccc12,-25%,-6%,8%,5%,4%,-5%,-36%,1.3%,2%
CCc1cccc(NS(=O)(=O)c2ccc3c(c2)N(C)CCO3)c1,-20%,-11%,-10%,5%,-51%[56.9 µM],-1%,-10%,1.1%,-10%
O=C(NCc1ccco1)c1ccc2c(c1)N(Cc1ccccc1F)C(=O)c1ccccc1S2(=O)=O,-26%,9%,-2%,-8%,7%,-5%,26%,-1.0%,-1%
O=C(NCc1ccco1)/C(=C/c1ccc([N+](=O)[O-])cc1)NC(=O)c1ccco1,-9%,14%,-6%,5%,-2%,-1%,-3%,0.8%,3%
O=C(OCC(=O)N1CCCC1=O)c1cc(Cl)ccc1O,-12%,6%,19%,-1%,-16%,-3%,19%,0.4%,0%
C=C(C)C(=O)Nc1cccc(C2=NOC3(C2)C[C@@H](C(N)=O)N(C(=O)/C(C)=C/C)C3)c1 (stereo partly drawn),-1%,-11%,8%[57.1 µM],-9%,?,-3%,10%[57.1 µM],0.0%,0%
O=C(NCc1cccs1)c1cc(-c2ccc(O)cc2)on1,-17%,-6%,4%,-3%,-1%,-20%,15%,-3.7%,12%
O=c1c2ccccc2nc(CSc2nnnn2-c2ccccc2)n1-c1ccccc1,-5%,-6%,-3%,0%,-6%,1%,-3%,5.2%,-3%
Cn1nccc1C(=O)N1CCN(c2ccccc2F)CC1,-18%,3%,-1%,5%,-2%,-1%,18%,-2.7%,-5%
Cc1ccsc1CNC(=O)c1c(-c2ccccc2)noc1C,-13%,0%,-2%,3%,3%,2%,11%,-0.6%,1%
CCOc1cc(/C=N/NC(=O)c2ccc(NC(=O)C3CC3)cc2)ccc1O,-22%,?,-6%,-8%,17%,-2%,12%,-0.1%,2%
COc1cccc2c3c(c(=O)[nH]c12)CC(C)(C)O3,-16%,94%[activator],6%,-3%,-11%,3%,19%,.,-7%
CC(C)(C)NC(=O)COC(=O)c1c2c(nc3ccccc13)CCC2,-21%,-28%,11%,5%,7%,-3%,13%,1.3%,9%
CC(C(=O)Nc1ccc(C#N)cc1)N1CCN(C(=O)C2CC2)CC1 (stereo not drawn),-13%,0%,6%,7%,-4%,1%,5%,2.3%,-4%
COc1ccc(CCNC(=O)CNC(=O)c2nn(-c3ccc(OC)c(OC)c3)c(=O)c3ccccc23)cc1OC,-17%,-17%,-1%[57.1 µM],-5%,-3%,0%,-1%[57.1 µM],5.0%,4%
COC(=O)CNc1nc(Cl)nc(NC2CCCCC2)n1,4%,21%,-5%,2%,17%,1%,-4%,0.3%,2%
CCN(CCCNC(=O)c1ccc2c(c1)NC(=O)CN2C)c1cccc(C)c1,-28%,33%[activator],0%,0%,?,?,?,-0.8%,-9%
C=CC1CN(C(=O)OCC(Cl)(Cl)Cl)C2CC3c4ccc(OC)cc4NC3C3CC1C2CO3 (stereo not drawn),4%,.,-3%,5%,-3%,-2%,2%,.,1%
Cc1ccc(NC(=O)CN2CCSc3ccc(S(=O)(=O)N4CCCC4)cc32)cc1,-30%,0%,-2%[57.1 µM],2%,-25%,-2%,11%[57.1 µM],4.9%,0%
Cc1nnc(SCC(=O)NC(C)c2ccccc2)[nH]c1=O (stereo not drawn),4%,?,2%[57.1 µM],-4%,?,1%,4%[57.1 µM],-1.8%,-6%
O=C(Nc1nnc(-c2ccco2)o1)c1ccc(Cl)cc1,-17%,25µM*,3%[57.1 µM],9%,5%,0%,27%[57.1 µM],-1.2%,-7%
c1ccc2c(c1)CCc1snnc1-2,-6%,6%,-1%,0%,23%,1%,10%,0.6%,-7%
C=CCNC(=O)c1c(N)n(-c2cccc(S(N)(=O)=O)c2)c2nc3ccccc3nc12,-6%,?,93%[activator][57.1 µM],1%,-3%,0%,51%,3.4%,0%
COC(=O)C(C(=O)Nc1cccc(Cl)c1C)C1CCCC1 (stereo not drawn),-3%,11%,-3%,7%,27%,0%,15%,-0.8%,-3%
